Compound activity deposited in PubChem by several laboratories.
CHRM5 antagonist = antagonists of human muscarinic M5 receptor (CHRM5); P08912; CHO-hM5 cells, Fluo-8 calcium fluorescence, ACh EC80; inhibition, % at 3 µM; 360,000 tested, 0.59% active;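 active = inhibition above a per-plate cutoff, the mean of that plate's test compounds plus 3 SD, cut at about 27% in these data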;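 note: 0% = acetylcholine EC80 with DMSO and 100% = DMSO without agonist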
Target sequence (P08912 whole entry, looked up): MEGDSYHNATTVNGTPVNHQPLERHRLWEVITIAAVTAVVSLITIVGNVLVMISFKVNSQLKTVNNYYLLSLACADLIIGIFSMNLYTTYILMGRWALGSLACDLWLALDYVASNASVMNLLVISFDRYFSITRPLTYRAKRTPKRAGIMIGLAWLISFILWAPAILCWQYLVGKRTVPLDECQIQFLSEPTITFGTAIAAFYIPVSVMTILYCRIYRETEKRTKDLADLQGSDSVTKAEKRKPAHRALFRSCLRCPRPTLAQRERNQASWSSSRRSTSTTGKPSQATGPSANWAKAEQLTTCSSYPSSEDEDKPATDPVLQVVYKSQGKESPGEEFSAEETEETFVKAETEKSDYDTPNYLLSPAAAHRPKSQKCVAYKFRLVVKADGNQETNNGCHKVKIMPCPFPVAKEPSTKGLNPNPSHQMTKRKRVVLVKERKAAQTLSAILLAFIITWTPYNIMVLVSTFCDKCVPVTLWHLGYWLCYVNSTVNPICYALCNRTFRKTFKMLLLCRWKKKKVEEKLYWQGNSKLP
TAAR1 ag = human TAAR1 agonism; Q96RJ0; activation, % at 3 µM; AID 624467; 360,000 tested, 0.99% active; CHO RD-HGA16 TAAR1, Fluo-8 calcium fluorescence; vehicle wells 0%, saturating PEA agonist 100%;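 active = activation above the mean activation of all test compounds in the run plus 3 SD, cut at about 38% in these data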
Target sequence (Q96RJ0 whole entry, looked up): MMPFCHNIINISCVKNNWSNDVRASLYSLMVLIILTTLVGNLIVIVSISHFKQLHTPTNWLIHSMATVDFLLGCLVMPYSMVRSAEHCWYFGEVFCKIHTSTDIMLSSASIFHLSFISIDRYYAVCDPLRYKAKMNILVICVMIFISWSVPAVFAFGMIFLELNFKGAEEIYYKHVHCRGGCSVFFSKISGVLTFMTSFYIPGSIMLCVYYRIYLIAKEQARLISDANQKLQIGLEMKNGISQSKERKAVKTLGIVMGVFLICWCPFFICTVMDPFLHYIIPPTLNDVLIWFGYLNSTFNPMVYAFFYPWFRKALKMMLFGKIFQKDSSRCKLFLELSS
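Assay system – CHO-derived RD-HGA16 cells with stable Gα16 and human TAAR1 · Compound dosing – one-point dosing at 3 µM (nominal) · Incubation – 17-24 h seeding, 75 min 37 °C dye, 30 min RT · Measured by – kinetic Fluo-8 calcium fluorescence · Control set – DMSO vehicle as 0%, PEA at EC100 as 100% · Repeats – single well for each compound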
CRFR2-BP antag = blocks CRF-induced signaling of the CRF-BP/CRF-R2 complex | inhibition, % at 11.8 µM | 350,000 tested, 0.59% active | HEK293 CRF-R2/CRF-BP, CRF-induced calcium fluorescence;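 active = inhibition of the ligand-induced calcium signal above about 50% at the single tested concentration, limit read from the data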
CHRM5 agonist = agonists of human muscarinic M5 receptor (CHRM5). P08912. CHO-K1 hM5 cells, Fluo-8 calcium fluorescence; 0% DMSO wells, 100% maximal acetylcholine response. activation, % at 3 µM. 360,000 tested, 0.19% active. AID 624037;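 active = activation above the run's mean over test compounds plus 3 SD, cut at about 23% in these data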;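 note: signal is peak over basal fluorescence ratio across the kinetic read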
CRFBP-R2 agonist = agonists of human CRF-binding protein/CRF-R2 receptor complex; 350,000 tested, 0.46% active; AID 588473; activation, % at 13.2 µM; HEK293 CRF-R2/CRF-BP, calcium dye fluorescence (FLIPR); percent of saturating CRF peptide response;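 active = activation of at least 50%, plus an integration ratio under a set limit after plate pattern correction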;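 note: plate controls were neutral control wells without compound for no effect and CRF at EC100 for full effect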
M1 PAM parental = counter-screen for M1 PAMs: effect in parental CHO-K1 cells; ATP EC20, Fluo-8 calcium fluorescence; 0% at ATP EC20, 100% at ATP max; activation, % at 3 µM; 360,000 tested, 0.02% active; AID 602247;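 active = activation above the run cutoff, the mean activation of all test compounds plus 3 SD, cut at about 40% in these data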;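 note: peak over basal fluorescence ratio in a 140 s read after ATP addition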
CHRM5 PAM = CHRM5 positive allosteric modulation. P08912. CHO-K1 hM5, Fluo-8 calcium, ACh EC20 PAM; 0% = ACh EC20, 100% = ACh EC100. activation, % at 3 µM. 360,000 tested, 0.3% active;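 active = activation above the run cutoff, the mean activation of all test compounds plus 3 SD, cut at about 18% in these data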
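system = human M5 receptor in CHO-K1 cells | reagent = EC20 acetylcholine as agonist stimulus | compound dosing = single-point, 3 µM nominal | incubation = Fluo-8 loading 80 min at 37 °C plus 30 min room temperature | detection = Fluo-8 calcium dye fluorescence, kinetic read | benchmarks = low control EC20 acetylcholine (0%), high control EC100 acetylcholine (100%)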
CHRM4 PAM = CHRM4 positive allosteric modulation; P08173; CHO-K1 hM4/Gqi5, Fluo-8 calcium fluorescence, ACh EC20; 0% = ACh EC20, 100% = maximal ACh; activation, % at 3 µM; 360,000 tested, 0.4% active; AID 624126;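 active = activation above its plate's cutoff, the mean activation of sample wells plus 3 SD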; note: some results filed as inactive read as strong as hits
TAAR1 antagonist = human TAAR1 antagonism | Q96RJ0 | CHO RD-HGA16 TAAR1, Fluo-8 calcium fluorescence, antagonist | inhibition, % at 3 µM | 360,000 tested, 1.5% active | AID 624466;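 active = inhibition above a per-plate cutoff, the mean inhibition of test compounds on that plate plus 3 SD, cut at about 49% in these data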;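 note: 0% = DMSO plus EC80 beta-PEA response and 100% = DMSO alone without agonist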
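System: CHO RD-HGA16 cells bearing hTAAR1. Reagent: EC80 β-phenethylamine stimulus. Schedule: seeding 17-24 h prior, 75-min 37 °C, 30-min RT dye loading. Signal: Fluo-8 intracellular calcium dye fluorescence, real-time kinetic reads. Read-out: % inhibition from peak post-agonist over basal fluorescence ratio. Benchmarks: vehicle wells and EC80 agonist wells. Replicates: n of 1.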
* = called active by the depositor; nt = no result given.

Screens in order – CHRM5 antagonist, TAAR1 ag, CRFR2-BP antag, CHRM5 agonist, CRFBP-R2 agonist, M1 PAM parental, CHRM5 PAM, CHRM4 PAM, TAAR1 antagonist
- CCC/C(=N\NC(=O)c1ccco1)c1ccc(Cl)s1
  10, 2, -9, -5, -0.7, 2, -1, -3, -15
- COc1ccc(/C=C2\SC(=S)N(CCC(=O)Nc3ccc(C(=O)O)cc3)C2=O)cc1OC
  -4, nt, 0, -1, 4.6, 2, 1, -2, nt
- O=C(c1ccc2ccccc2c1)N1CCCCC1
  13, 5, 10, -1, -1.9, 20, -1, 2, -4
- CS(=O)(=O)N(Cc1ccc(Cl)cc1)c1ccc(C(=O)NCC2CCCO2)cc1 (stereo not drawn)
  7, 6, -16, -1, 0.3, 18, -5, 4, -3
- O=[N+]([O-])c1cccc(C2Nc3cccc4cccc(c34)N2)c1
  -2, 4, -5, 1, 1.1, 3, 1, -1, -20
- CCOC(CNC(=O)c1cccn2c(=O)c3cc(Cl)ccc3nc12)OCC
  4, 4, -18, -2, 2.0, 15, -1, -16, -9
- CCOc1ccc(CN(C)CC(=O)Nc2cccc3ccccc23)cc1OC
  -6, 1, 18, -3, -0.5, -4, 5, -1, -27
- Cc1cccc2c(-c3ccccc3)cc(=O)[nH]c12
  -2, 15, 4, -7, 1.3, 0, -3, 3, 6
- Cc1cccn2c(=O)c3cc(C#N)c(=NC(=O)c4ccco4)n(Cc4ccco4)c3nc12
  7, -1, -6, -1, 4.5, 10, 1, 1, -26
- O=[N+]([O-])c1cccnc1C1OCCO1
  0, 0, 4, 1, -1.3, 16, 1, 7, 4
- Cc1cc(-c2nsc(=O)o2)c(S(C)(=O)=O)s1
  -6, 0, -8, 2, -1.6, 13, 6, 4, 11
- CC(=O)Nc1ccc(S(=O)(=O)N2CCN(C(=O)c3ncoc3-c3ccccc3C)CC2)cc1
  15, -2, 5, -3, -0.3, 3, -6, -7, -2
- c1ccc2c(c1)nc(Nc1ccc3c(c1)OCO3)c1nnnn12
  1, 9, -12, -9, 1.5, 7, -1, 6, 4
- CN(C)S(=O)(=O)c1cccc(NC(=O)CCSc2ccc(Cl)cc2)c1
  10, 7, -17, 1, -0.8, 11, -16, 0, 10
- CCCNC(=O)c1nc2ncc(Br)cn2n1
  1, 1, -3, -5, -0.7, -1, -2, 5, -5
- CN(C)c1oc(-c2ccccc2Cl)nc1C#N
  10, -4, 21, -3, -1.5, 22, 2, 19, 3
- Cc1cc(C)n(Cc2cccc(C(=O)N/N=C/c3ccncc3)c2)n1
  10, 1, 2, 0, 0.8, 12, 2, 2, -5
- CCC1Oc2ccccc2C(=O)N(CC(=O)c2ccc3c(c2)OCCO3)C1=O (stereo not drawn)
  12, 1, 2, -3, 5.1, 18, -5, 4, -13
- O=C(NC(=S)NCc1cccnc1)c1ccccc1
  -3, 2, -5, 0, -1.2, 27, 2, 11, -5
- Cc1cccc(C(=O)OCC(=O)NC(=O)Cc2ccccc2)c1O
  7, 1, -23, -3, 2.0, 1, -8, -2, -25
- CC1=Nc2cc(C(=O)O)ccc2Sc2ccc(C)cc21
  -2, 17, 17, -4, 1.7, 24, 1, 2, 1
- CCOC(=O)c1c2c(n(Cc3ccccc3)c1C)C(=O)C(=O)c1ccccc1-2
  20, 3, 25, -5, 0.6, -3, -35, -7, 55*
- COc1cc(/C=N/NC(=O)CCOc2ccccc2C)cc(Br)c1O
  5, 6, -23, 2, 5.5, 12, -7, 2, 9
- COc1ccc(OCC(NS(=O)(=O)c2ccc(-n3cnnn3)cc2)C(C)C)cc1 (stereo not drawn)
  2, 4, 0, -2, -1.4, -7, -5, -1, -14
- COc1ccccc1-c1c(C(F)(F)F)oc2cc(OC(=O)c3cccc([N+](=O)[O-])c3C)ccc2c1=O
  4, 2, 0, 0, 0.2, 12, -6, 0, -3
- COc1cc(NC(=O)C(=O)NCCN(C)C)c(OC)cc1Cl
  10, 4, -16, -1, 0.2, 4, 4, 4, -12
- CC1(C)CC(=O)C(C=NCCN2CCN(C3CC(=O)N(c4ccc(F)cc4)C3=O)CC2)=C(O)C1 (stereo not drawn)
  3, 3, 14, 2, 1.7, 13, 5, -3, 4
- O=C(CSc1nnc2ccccn12)NNC(=O)c1ccccc1
  1, 1, 3, -2, -0.1, 5, 2, 9, 23
- CCN(CC)CCNC(=O)c1ccc(NC(=O)c2ccc(F)cc2F)cc1
  7, 3, -6, -10, 0.4, 8, -5, 1, 1
- CCOc1ccc(C(=O)c2cc([N+](=O)[O-])ccc2N2CCOCC2)cc1
  3, 6, 27, -4, 2.2, 24, 1, 3, 1

The list continues.
Screens in order – CHRM5 antagonist, TAAR1 ag, CRFR2-BP antag, CHRM5 agonist, CRFBP-R2 agonist, M1 PAM parental, CHRM5 PAM, CHRM4 PAM, TAAR1 antagonist
- O=C(Nc1ccccc1F)c1ccc2sc([C@H]3C[C@H](O)[C@@H](CO)O3)nc2c1
  -2, 1, nt, 1, nt, 10, -4, -4, -12
- COCCCNC(=O)C[C@H]1C[C@H](C(=O)N2CCCCC2)[C@@]2(C)c3[nH]c4cc(-c5ccco5)ccc4c3CCN2C1=O
  -12, 0, 7, 0, 0.6, 23, 6, 2, -20
- Clc1ccc(-c2cc(CN3CCCCC3)no2)cc1Cl
  1, 8, -15, 0, -0.2, 19, -3, -7, -18
- O=C(Nc1ccccc1)OCCCCCOC(=O)Nc1ccccc1
  8, 11, -5, -5, 0.0, 0, -4, -4, 18
- O=C1CSCN1c1cc(Cl)ccc1Cl
  -1, 12, 4, -2, -0.3, 17, 3, -5, 7
- CCOC(=O)C1=C(CS(=O)(=O)c2ccc(C)cc2)NC(=O)NC1c1ccc(O)c(OC)c1 (stereo not drawn)
  -11, 2, -3, 3, -0.6, -8, 20*, 18, -11
- CCOc1ccc(CN(C)Cc2cc(=O)oc3cc(C)c(Cl)cc23)cc1
  -4, 1, -11, 0, 0.0, 9, 3, -1, -16
- CC(C)(C)C(=O)Nc1cccc(OC(F)(F)C(F)Cl)c1 (stereo not drawn)
  8, 0, -3, -9, -0.6, 8, 1, -2, -5
- CCSc1nc2ccccc2n1S(=O)(=O)c1ccccc1
  6, 0, 7, 1, -0.6, 6, -3, 6, -15
- Cc1cccc(C=CC(=O)c2ccccc2)c1
  8, 1, 9, -1, 0.4, 1, 10, 4, 8
- O=C1c2ccccc2NC2(CCCCC2)N1N=C1CCCCC1
  13, 4, 8, -2, -0.6, 14, -11, 8, -11
- Cn1cnc([N+](=O)[O-])c1Sc1nnc(-c2cccnc2)n1C
  9, 1, -7, -1, 3.8, 1, 3, 3, -2
- CN(C(=O)c1cccc(NC(=O)Cc2ccc(NC(=O)C3CCCN(S(=O)(=O)c4cccc([N+](=O)[O-])c4)C3)cc2)c1)C1CCCC1 (stereo not drawn)
  -9, 3, 16, -2, -2.1, 1, 0, -6, -26
- Cc1cc(C(=O)CSc2nnc(-c3ccc(F)cc3)o2)c(C)n1CC1COc2ccccc2O1 (stereo not drawn)
  0, 12, -18, 0, 0.8, 0, -5, -5, -8
- COC(=O)c1c(NC(=O)c2ccco2)sc2c1CCN(C(C)=O)C2
  4, 2, 1, -2, -1.6, 2, 4, 3, -15
- Cc1ccc(S(=O)(=O)NCCC(=O)Nc2cc(F)ccc2C)cc1C
  21, -3, -1, -3, 0.3, -14, -7, -6, 6
- COCC(C)n1c(C)cc(C(=O)COC(=O)/C=C/c2cccc(F)c2)c1C (stereo not drawn)
  13, 5, -1, 1, 2.0, 0, -10, -8, -8
- C=CCNC(=O)/C(C#N)=C/c1c(N(Cc2ccccc2)Cc2ccccc2)nc2ccccn2c1=O
  9, 2, -14, 0, 3.1, -8, -12, -22, 44
- COc1ccc(C(=O)CC(SCC(NC(C)=O)C(=O)O)c2ccc(Cl)cc2)cc1OC (stereo not drawn)
  -3, -1, 15, -5, 0.0, 15, 5, -1, -20
- CCn1ncc(S(=O)(=O)NCc2ccccc2Cl)c1C
  23, 2, -6, -4, 2.9, -10, -7, -7, -10
- CCC(CC)C(=O)Nc1cccc(C(=O)Nc2nccs2)c1
  7, 21, 13, 2, 2.9, 6, -11, -8, 14
- CC(=O)Nc1ccc(S(=O)(=O)N(C)CC(=O)NC2CCCCCCC2)cc1
  5, 1, 1, 4, 2.4, 12, 4, -2, 19
- NC(=O)c1sc2nc3c(c(-c4cccs4)c2c1N)CCCCC3
  1, 1, 1, -1, 0.3, 18, 1, -1, -1
- CN1CCN(c2ccc(NC(=O)c3ccc(-c4cccc([N+](=O)[O-])c4)o3)cc2)CC1
  12, 11, -36, -5, -0.5, 3, -8, -10, 6
- O=C(COc1ccccc1)NNC(=O)c1cccs1
  3, 12, -7, 0, -1.4, 6, -5, 2, 6
- Cc1cc(C)nc(N/N=C/c2ccccc2OCc2ccc(Br)cc2)n1
  -7, 4, 10, 0, -0.8, -6, 0, -4, 4

Record cards, as listed above. Order of values: CHRM5 antagonist, TAAR1 ag, CRFR2-BP antag, CHRM5 agonist, CRFBP-R2 agonist, M1 PAM parental, CHRM5 PAM, CHRM4 PAM, TAAR1 antagonist
COc1ccc(C(=O)CC(SCC(NC(C)=O)C(=O)O)c2ccc(Cl)cc2)cc1OC (stereo not drawn) is listed as -3, -1, 15, -5, 0.0, 15, 5, -1, -20
CN1CCN(c2ccc(NC(=O)c3ccc(-c4cccc([N+](=O)[O-])c4)o3)cc2)CC1 is listed as 12, 11, -36, -5, -0.5, 3, -8, -10, 6
Clc1ccc(-c2cc(CN3CCCCC3)no2)cc1Cl is listed as 1, 8, -15, 0, -0.2, 19, -3, -7, -18

Three entries already listed, arranged by number of heavy atoms, descending.
Screens in order – CHRM5 antagonist, TAAR1 ag, CRFR2-BP antag, CHRM5 agonist, CRFBP-R2 agonist, M1 PAM parental, CHRM5 PAM, CHRM4 PAM, TAAR1 antagonist
- COCCCNC(=O)C[C@H]1C[C@H](C(=O)N2CCCCC2)[C@@]2(C)c3[nH]c4cc(-c5ccco5)ccc4c3CCN2C1=O
  -12, 0, 7, 0, 0.6, 23, 6, 2, -20
- C=CCNC(=O)/C(C#N)=C/c1c(N(Cc2ccccc2)Cc2ccccc2)nc2ccccn2c1=O
  9, 2, -14, 0, 3.1, -8, -12, -22, 44
- CCOC(=O)C1=C(CS(=O)(=O)c2ccc(C)cc2)NC(=O)NC1c1ccc(O)c(OC)c1 (stereo not drawn)
  -11, 2, -3, 3, -0.6, -8, 20*, 18, -11
